# Compound activity deposited in PubChem by several laboratories.
# MLLE-PAM2 inh = blocks PAM2 peptide binding to the PABP1 MLLE domain; P11940; GST-MLLE / FITC-PAM2 fluorescence polarization; inhibition, % at 20 µM; 360,000 compounds, 0.36% hits; in the data active = inhibition above about 35%, passing the limit was not always enough;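 note: plate controls were DMSO wells with GST-MLLE for no effect and wells lacking GST-MLLE protein for full effect; some results filed as inactive read as strong as hits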
# Target sequence (P11940 whole entry, looked up, the tested form may be a part): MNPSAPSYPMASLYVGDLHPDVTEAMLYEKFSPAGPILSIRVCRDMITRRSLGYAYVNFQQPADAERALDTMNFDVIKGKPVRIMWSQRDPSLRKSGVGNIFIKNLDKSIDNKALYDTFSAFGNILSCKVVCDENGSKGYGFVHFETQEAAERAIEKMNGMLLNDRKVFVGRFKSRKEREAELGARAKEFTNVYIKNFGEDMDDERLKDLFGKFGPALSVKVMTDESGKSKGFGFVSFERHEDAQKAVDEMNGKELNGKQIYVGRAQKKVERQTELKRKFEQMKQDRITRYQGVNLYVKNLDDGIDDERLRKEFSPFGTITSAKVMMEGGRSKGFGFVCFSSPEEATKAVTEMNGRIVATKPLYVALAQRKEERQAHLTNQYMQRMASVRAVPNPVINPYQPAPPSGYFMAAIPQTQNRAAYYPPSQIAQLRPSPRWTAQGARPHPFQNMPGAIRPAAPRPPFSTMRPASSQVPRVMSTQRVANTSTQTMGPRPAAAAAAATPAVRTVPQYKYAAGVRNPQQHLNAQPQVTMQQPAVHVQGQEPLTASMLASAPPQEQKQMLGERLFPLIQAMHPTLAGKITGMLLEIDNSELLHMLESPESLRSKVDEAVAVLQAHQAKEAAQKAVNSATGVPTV
# NadD inh = inhibitors of Staphylococcus aureus NadD | purified NadD enzyme, colorimetric absorbance read-out | inhibition, % at 20 µM | 360,000 compounds, 0.78% hits; in the data active = inhibition above about 26%; note: some compounds past the cut are filed as inactive
# Scp1 inh = Scp-1 (human) phosphatase inhibition | Recombinant Scp1, phosphopeptide, malachite green phosphate absorbance | Q9GZU7 | AID 493091 | inhibition, % at 20 µM | 340,000 compounds, 0.88% hits;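 active = inhibition above about 50% at 20 µM, limit read from the data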;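 note: plate controls were DMSO wells with enzyme for no effect and wells lacking enzyme for full effect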
#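 Test system: SCP-1 phosphatase catalytic domain, residues 76-261 | Compound dosing: One concentration, 20 µM, with 1.0% DMSO | Schedule: 45 min room-temperature reaction, 5 min colour, 30 min stabiliser | Detection: Absorbance at 630 nm | Read-out basis: % inhibition of SCP-1 phosphate liberation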
# DNMT1 block = inhibitors of human DNMT1; 360,000 compounds, 0.83% hits; inhibition (reported as % activation of signal), % at 10 µM; DNMT1 molecular beacon, Hinp1I cleavage, fluorescence; P26358; in the data active = inhibition above about 50%
# Rpn11 inh = Rpn11 (human) deubiquitinase inhibition | O00487 | human 26S proteasome, Ub4-pepOG fluorescence polarization; 20S core pre-blocked with epoxomicin | calls only at 20 µM | 360,000 compounds, 0.59% hits;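 active = inhibition at 20 µM, scaled to each plate's controls, above about 33%, limit read from the data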
# CSN deneddyl inh = CSN deneddylation inhibition | Q92905 | Purified CSN, SCF-Nedd8-OG deneddylation, fluorescence polarization | inhibition, % at 12.5 µM | 360,000 compounds, 0.38% hits | AID 651999;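 active = pattern-corrected inhibition above about 35%, with an unprinted fluorescence ratio check between 0.5 and 1.5, limit read from the data, passing the limit was not always enough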;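 note: 0% = enzyme with substrate and 100% = substrate without enzyme; some results filed as inactive read as strong as hits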
# Target sequence (Q92905 whole entry, looked up, one chain of several): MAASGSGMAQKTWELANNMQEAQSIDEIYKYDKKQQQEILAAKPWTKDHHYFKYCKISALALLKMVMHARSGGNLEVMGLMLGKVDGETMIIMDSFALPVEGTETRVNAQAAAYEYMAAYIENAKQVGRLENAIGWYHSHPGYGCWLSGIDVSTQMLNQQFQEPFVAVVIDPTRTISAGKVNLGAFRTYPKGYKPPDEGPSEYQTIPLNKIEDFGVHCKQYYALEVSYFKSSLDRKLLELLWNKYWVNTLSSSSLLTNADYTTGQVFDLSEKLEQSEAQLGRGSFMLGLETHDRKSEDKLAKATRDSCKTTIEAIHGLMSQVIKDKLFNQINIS
#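 Assay system: HEK293T-derived human Csn5 enzyme; quantity: 0.24 nM enzyme; medium: Tris/NaCl/DTT buffer, pH 7.5; also added: substrate SCFSkp2-Nedd8OG, 10 nM; doses: 12.5 µM compound; schedule: 90 min reaction at room temperature; signal: FP; read-out: % inhibition of substrate cleavage by Csn5; benchmarks: substrate-only high control, full reaction low control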
# STEP inh = STEP (human) phosphatase inhibition; P54829; recombinant STEP, OMFP fluorogenic substrate, fluorescence; inhibition, % at 20 µM; 360,000 compounds, 0.25% hits; AID 588621;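 active = inhibition at 20 µM, scaled per plate between control wells, above about 37%, limit read from the data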;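 note: 0% = DMSO with enzyme and substrate and 100% = substrate only without enzyme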
#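 Material: STEP (striatal-enriched tyrosine phosphatase) enzyme, cell-free; Compound dosing: 20 µM single dose in 1% DMSO; Technique: fluorescence read at 480 nm ex / 540 nm em; Times: reaction 20 min, ambient temperature; Medium: 50 mM Bis-Tris pH 6.0 with 2.5 mM DTT and 0.005% Tween 20; Also added: OMFP at 25 µM.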
# TbMetRS inhib = blocks T. brucei methionyl-tRNA synthetase activity. purified T. brucei MetRS, ATP depletion, Kinase-Glo luminescence. inhibition, % at 11.9 µM. 360,000 compounds, 0.4% hits;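 active = inhibition above a per-plate cutoff of the control wells' mean inhibition plus 3 SD, cut at about 5.5% in these data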;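 note: 0% = DMSO wells median and 100% = median of wells with control inhibitor compound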
#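 Material: parasite MetRS enzyme / Replication: singlicate, one well per compound / Signal: luminescence of leftover ATP / Schedule: 2 h aminoacylation at 25 °C after 15 min preincubation / Medium: HEPES-MgCl2-KCl buffer plus DTT, spermine, BSA, pyrophosphatase / Doses: 11.9 µM single point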
# LMPTP block = LMPTP (human) inhibition; AID 651560; 360,000 compounds, 0.22% hits; P24666; inhibition, % at 20 µM; recombinant LMPTP-A, OMFP fluorogenic substrate, fluorescence intensity;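 active = compounds that cut the enzyme signal by at least half of the control window in the single-dose screen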;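 note: plate controls were DMSO wells with enzyme plus substrate for no effect and substrate without enzyme for full effect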
#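 Buffer or medium: Bis-Tris pH 6.0, DTT, detergent; Assay system: LMPTP-A enzyme; Quantity: 0.625 nM enzyme; Detection: endpoint fluorescence intensity; Times: 50 min dark incubation at room temperature; Controls: substrate-only low control, DMSO enzyme-plus-substrate high control; Doses: single 20 µM dose; Read-out: percent inhibition versus substrate-only and uninhibited controls; Reagent: 400 µM OMFP.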
# SUMO1 PPI mod = SUMO1-SIM interaction modulation; P63165; SUMO1 binding to a labelled peptide, TR-FRET, 1 h; inhibition, % at 20 µM; 360,000 compounds, 0.33% hits; AID 602429; in the data active = inhibition above about 37%
# Target sequence (P63165 whole entry, looked up): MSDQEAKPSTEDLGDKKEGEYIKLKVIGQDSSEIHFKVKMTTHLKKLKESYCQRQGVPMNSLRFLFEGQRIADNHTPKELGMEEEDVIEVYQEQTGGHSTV
# * marks the source's active call; other numbers are inactive results; i = inactive; . = not tested or not shown.
MLLE-PAM2 inh,NadD inh,Scp1 inh,DNMT1 block,Rpn11 inh,CSN deneddyl inh,STEP inh,TbMetRS inhib,LMPTP block,SUMO1 PPI mod,mol
3,-3,0,6,i,-17,-1,-0.9,-1.3,3,CCOc1ccc(CN(C)CC(=O)NNC(=O)c2ccc(Cl)cc2)cc1OC
12,-4,4,2,i,-1,1,-1.1,0.1,-1,Cc1cccc(C(=O)NCC(=O)OCC(=O)N2CCc3ccccc32)c1
-29,2,-1,0,i,6,1,-0.7,3.0,0,COCCCNC(=O)C[C@H]1C[C@H](C(=O)N(C(C)C)C(C)C)[C@@]2(C)c3[nH]c4cc(-c5ccco5)ccc4c3CCN2C1=O
-2,-4,-16,-2,i,0,-2,-0.7,0.5,2,COc1ccccc1CNC(=O)CCc1cn(C)c2ccccc12
-34,2,-3,0,i,-3,0,-0.4,-0.3,1,COc1ccc(NC(=O)CN2CCN(CC(=O)Nc3ccc(OC)c(OC)c3)CC2)cc1
10,5,-5,-2,i,-2,-1,0.0,-1.1,4,COc1ccc(C(C(=O)NC2CCCCC2)N(C(=O)c2csnn2)C2CC2)cc1 (stereo not given)
-2,0,4,0,i,2,-1,-1.0,0.0,1,Cc1ccc(/C=C/C(=O)O)cc1S(=O)(=O)N1CCCc2ccccc21
-15,-2,-8,-1,i,1,4,-0.2,-1.0,0,COc1cc(OC)cc(C(=O)N2CCN(C(=O)c3ccc(OC)c(OC)c3)CC2)c1
-7,-4,-6,-5,i,4,4,0.0,0.4,-14,CCN(CC(=O)Nc1ccc([N+](=O)[O-])cc1OC)c1ccccc1
-3,-5,-5,0,i,-4,-1,-0.4,-0.5,1,Cc1ccccc1NS(=O)(=O)c1cc(C(=O)NCc2ccncc2)ccc1Cl
9,-8,-4,-3,i,0,1,-1.8,-1.8,-3,O=C(CN1CCN(CCC(=O)Nc2ccccc2F)CC1)Nc1ccc(F)cc1
-19,10,.,-21,i,7,2,-0.1,0.8,-65,COc1ccc(CC(N)c2csc(Nc3nncc4ccccc34)n2)cc1 (stereo not given)
-2,11,-5,5,i,-3,-3,-0.3,-7.4,-10,CCOc1ccc(S(=O)(=O)N2CCN(C(=O)CN3C(=O)NC(C)(C)C3=O)CC2)cc1
-8,-5,-6,1,i,3,-1,-0.2,-0.8,0,CCc1cc(C(=O)N2CCN(c3ccccn3)CC2)sc1C
15,0,-4,1,i,2,-1,0.2,-1.2,-26,O=C(c1nc2nc(-c3ccc(Cl)cc3)cc(C(F)(F)F)n2n1)N1CCOCC1
-6,-1,-1,1,i,4,0,-0.9,1.0,0,CCOC(=O)N1CCN(CC(O)COc2ccc(CC)cc2)CC1 (stereo not given)
5,-5,-3,5,i,0,-1,-0.5,2.0,3,CC(C)Oc1ccc(S(=O)(=O)N2CCCCC2)cc1NC(=O)C1CCC1
1,-5,1,-3,i,-1,-2,-0.6,-0.5,-2,CC(=O)Nc1nnc(CCS(=O)(=O)c2ccc(Cl)cc2)s1
-40,17,.,32,i,6,-3,-0.7,0.3,8,COc1ccc(Cc2c(-c3cccc(Cl)c3)nc3ccc(Br)cn23)c(C)c1
-8,-1,8,5,i,2,5,-0.7,33,-19,Cc1ccc(-c2csc(NC(=O)C[n+]3cc(-c4ccccc4)n4c3CCC4)n2)cc1

MLLE-PAM2 inh,NadD inh,Scp1 inh,DNMT1 block,Rpn11 inh,CSN deneddyl inh,STEP inh,TbMetRS inhib,LMPTP block,SUMO1 PPI mod,mol
13,-4,0,-2,i,5,2,-0.9,-0.3,0,O=C(CCc1ccccc1)Nc1ccc(NC(=O)c2ccco2)cc1
9,3,3,2,i,4,4,-0.4,4.1,0,CCCCCCOc1ccc(OC(=O)c2cccnc2)cc1
3,-4,-2,2,i,1,2,-0.2,-1.2,5,COc1ccc(OC)c(CCNC(=O)C2CCN(c3ncnc4c3nc3n4CCCCC3)CC2)c1
2,-5,-8,3,i,4,-4,-0.3,2.8,1,Nc1n[nH]c(C2CC2)c1N=Nc1ccc(Cl)cc1
-7,2,-5,0,i,0,0,-0.6,-0.9,2,O=C(O)COc1ccc(NC(=O)c2ccco2)cc1
-12,1,-13,2,i,-1,0,0.2,1.1,4,N#CC(=C1CCCC1)c1nc(-c2cc3ccccc3oc2=O)cs1
3,-5,3,0,i,-4,-1,-0.8,1.7,-10,COc1ccc(/C=C(/NC(=O)c2cccc([N+](=O)[O-])c2)C(=O)O)cc1OC
3,-5,-6,-1,i,-1,-1,1.0,1.4,3,C[C@@H]1CN(S(=O)(=O)c2c(F)cccc2F)CCN1S(=O)(=O)c1ccc2c(c1)OCCO2
17,0,-4,1,i,0,-3,-0.2,-0.3,0,COc1ccc(NC(=S)Nc2ccc(OCc3ccccc3)cc2)cc1OC
9,-3,-2,3,i,3,-2,-0.5,-2.3,-3,CCCC(=O)Nc1ccc(C(=O)NNC(=O)c2ccccc2Br)cc1
1,-4,1,-1,i,-10,0,2.0,0.1,-2,Cc1[nH]c2ccccc2c1C(=O)C(=O)NCCC1=CCCCC1
16,-4,-10,0,i,-3,-2,-1.3,-1.7,-3,Cc1ccccc1N1C(=O)CC(N(O)c2ccccc2)C1=O (stereo not given)
0,-15,-11,-10,i,1,1,-0.2,2.9,-1,COc1ccc(-c2noc(CSc3ccc(C)cc3)n2)cc1
-3,-1,-4,12,i,4,-4,-0.1,-2.5,-15,COc1ccc(-c2ccc(C#N)c(SCC(=O)NCc3ccco3)n2)cc1OC
-3,0,-3,-1,i,2,-2,-0.7,-0.4,-1,O=C(CCNS(=O)(=O)c1ccc(Br)s1)NCc1ccc(F)cc1
0,-7,-10,0,i,-5,0,-1.1,-2.0,-9,O=C(N/N=C/c1ccncc1)c1cccs1
-10,-8,-8,2,i,-6,2,-0.2,0.0,3,O=C(/C=C/c1c(Cl)cccc1Cl)NCc1ccco1
-7,-6,-1,0,i,-1,1,-1.1,-2.1,0,O=C(COC(=O)c1ccc[nH]c1=O)NCCc1ccc(F)cc1
-8,-10,-5,3,i,3,0,0.0,-1.6,56*,O=C(Nc1ccccc1F)NC1CC1
-22,-1,.,-8,i,6,4,-0.2,1.2,-6,CC(=O)Nc1cc(-c2cccc(C(=O)N(C)C)c2)cn2c(-c3ccc(F)c(Cl)c3)cnc12

# In a second layout: entries from further up.
Molecule	MLLE-PAM2 inh	NadD inh	Scp1 inh	DNMT1 block	Rpn11 inh	CSN deneddyl inh	STEP inh	TbMetRS inhib	LMPTP block	SUMO1 PPI mod
Cc1ccccc1N1C(=O)CC(N(O)c2ccccc2)C1=O (stereo not given)	16	-4	-10	0	i	-3	-2	-1.3	-1.7	-3
COc1ccc(-c2noc(CSc3ccc(C)cc3)n2)cc1	0	-15	-11	-10	i	1	1	-0.2	2.9	-1
COc1ccc(-c2ccc(C#N)c(SCC(=O)NCc3ccco3)n2)cc1OC	-3	-1	-4	12	i	4	-4	-0.1	-2.5	-15
O=C(CCNS(=O)(=O)c1ccc(Br)s1)NCc1ccc(F)cc1	-3	0	-3	-1	i	2	-2	-0.7	-0.4	-1

# (listing goes on)
MLLE-PAM2 inh,NadD inh,Scp1 inh,DNMT1 block,Rpn11 inh,CSN deneddyl inh,STEP inh,TbMetRS inhib,LMPTP block,SUMO1 PPI mod,mol
-32,2,-1,0,i,4,-3,0.0,-1.8,-1,Cc1c(NC(=O)CN2C(=O)NC(C)(c3ccc(OC(F)F)cc3)C2=O)c(=O)n(-c2ccccc2)n1C (stereo not given)
0,3,1,-2,i,1,-2,-0.4,1.4,-3,COc1ccc(C)cc1NC(=O)c1ccoc1C
-2,6,-4,-3,i,3,-1,-0.9,2.7,5,O=C(CCCCCCCC(=O)c1ccccc1)c1ccccc1
-6,-1,7,5,i,-9,-1,-1.5,-1.6,0,O=C(COc1ncnc2sccc12)NC1CCCc2ccccc21 (stereo not given)
7,-3,-10,3,i,-3,-2,-0.5,-1.3,7,CS(=O)(=O)Nc1ccccc1C(=O)NCC1(N2CCCCC2)CCCCC1
-2,1,-2,6,i,6,1,0.7,0.5,-3,O=C(CN1C2=NCCN2c2ccccc21)c1ccc2c(c1)OCO2
-21,-1,-5,-1,i,-1,1,0.1,0.5,6,C[C@H]1CN([C@@H](C)CO)C(=O)Cc2cc(NS(C)(=O)=O)ccc2O[C@@H]1CN(C)CC1CC1
3,-3,-8,-1,i,-9,2,-0.1,-1.6,2,Cc1ccc(NC(=O)COC(=O)C(CC(C)C)N2C(=O)C3CC=CCC3C2=O)c(C)c1 (stereo not given)
29,1,77*,80*,i,32,43*,-0.8,26,19,Nc1nc(=S)c2ncn(C3OC(CO)C(O)C3O)c2[nH]1 (stereo not given)
-5,-1,7,-4,i,7,-2,-0.8,0.0,-1,CC(=O)Nc1ccc(S(=O)(=O)Nc2cc(C)cn(Cc3ccccc3)c2=O)cc1
1,-3,-8,-1,i,6,-4,-1.1,-0.7,-6,COc1cccc(/C=N/N2CCOCC2)c1O
-53,4,32,-1,i,3,1,-0.3,-1.4,-2,CC(C)CN(C(=O)COC(=O)C(C)N1C(=O)c2ccccc2C1=O)c1c(N)n(Cc2ccccc2)c(=O)[nH]c1=O (stereo not given)
12,-8,.,-7,i,2,0,-1.4,1.8,8,CCOC(=O)C1=CCC(c2ccccc2C(F)(F)F)N(S(=O)(=O)c2ccc(C)cc2)C1 (stereo not given)
-16,-3,4,-2,i,0,-1,-0.4,1.2,7,O=C(CCN1C(=O)C2CC=CCC2C1=O)Nc1cc(C(F)(F)F)ccc1N1CCCC1 (stereo not given)
-4,-4,0,-16,i,9,0,-0.1,0.1,-3,Cc1nn(-c2ccc(Cl)cc2)c2sc(C(=O)c3c(N)n(C)c(=O)n(C)c3=O)cc12
-23,-5,-7,4,i,-2,-5,0.1,-0.8,-6,O=C(CN1C(=O)C2CC=CCC2C1=O)NCC(=O)Nc1ccc(F)c(F)c1F (stereo not given)
21,5,10,6,i,9,1,-1.2,-0.3,-4,COc1ccc(Cl)cc1NC(=S)NNC(=O)C1(C)CC1(Cl)Cl (stereo not given)
-9,-2,-10,-1,i,0,7,-0.7,1.8,0,C=CCO/N=C(\C)c1c(O)c(C)c(-c2ccccc2)n(-c2ccccc2)c1=O
